Cav3 T inh: Cav3.2 calcium influx blockers – cell-based, Fluo-4 calcium fluorescence, FDSS, MLSMR library, primary screen | Cav3.2-expressing cells; hits give low values | B-score at 10 µM | actives 4% (n = 100,000) | AID 449739, 2010;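 active = single-dose well whose peak fluorescence ratio is a statistical outlier from its plate by either plate-standardised score or position-corrected B-score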
Target sequence (O95180 whole entry, looked up): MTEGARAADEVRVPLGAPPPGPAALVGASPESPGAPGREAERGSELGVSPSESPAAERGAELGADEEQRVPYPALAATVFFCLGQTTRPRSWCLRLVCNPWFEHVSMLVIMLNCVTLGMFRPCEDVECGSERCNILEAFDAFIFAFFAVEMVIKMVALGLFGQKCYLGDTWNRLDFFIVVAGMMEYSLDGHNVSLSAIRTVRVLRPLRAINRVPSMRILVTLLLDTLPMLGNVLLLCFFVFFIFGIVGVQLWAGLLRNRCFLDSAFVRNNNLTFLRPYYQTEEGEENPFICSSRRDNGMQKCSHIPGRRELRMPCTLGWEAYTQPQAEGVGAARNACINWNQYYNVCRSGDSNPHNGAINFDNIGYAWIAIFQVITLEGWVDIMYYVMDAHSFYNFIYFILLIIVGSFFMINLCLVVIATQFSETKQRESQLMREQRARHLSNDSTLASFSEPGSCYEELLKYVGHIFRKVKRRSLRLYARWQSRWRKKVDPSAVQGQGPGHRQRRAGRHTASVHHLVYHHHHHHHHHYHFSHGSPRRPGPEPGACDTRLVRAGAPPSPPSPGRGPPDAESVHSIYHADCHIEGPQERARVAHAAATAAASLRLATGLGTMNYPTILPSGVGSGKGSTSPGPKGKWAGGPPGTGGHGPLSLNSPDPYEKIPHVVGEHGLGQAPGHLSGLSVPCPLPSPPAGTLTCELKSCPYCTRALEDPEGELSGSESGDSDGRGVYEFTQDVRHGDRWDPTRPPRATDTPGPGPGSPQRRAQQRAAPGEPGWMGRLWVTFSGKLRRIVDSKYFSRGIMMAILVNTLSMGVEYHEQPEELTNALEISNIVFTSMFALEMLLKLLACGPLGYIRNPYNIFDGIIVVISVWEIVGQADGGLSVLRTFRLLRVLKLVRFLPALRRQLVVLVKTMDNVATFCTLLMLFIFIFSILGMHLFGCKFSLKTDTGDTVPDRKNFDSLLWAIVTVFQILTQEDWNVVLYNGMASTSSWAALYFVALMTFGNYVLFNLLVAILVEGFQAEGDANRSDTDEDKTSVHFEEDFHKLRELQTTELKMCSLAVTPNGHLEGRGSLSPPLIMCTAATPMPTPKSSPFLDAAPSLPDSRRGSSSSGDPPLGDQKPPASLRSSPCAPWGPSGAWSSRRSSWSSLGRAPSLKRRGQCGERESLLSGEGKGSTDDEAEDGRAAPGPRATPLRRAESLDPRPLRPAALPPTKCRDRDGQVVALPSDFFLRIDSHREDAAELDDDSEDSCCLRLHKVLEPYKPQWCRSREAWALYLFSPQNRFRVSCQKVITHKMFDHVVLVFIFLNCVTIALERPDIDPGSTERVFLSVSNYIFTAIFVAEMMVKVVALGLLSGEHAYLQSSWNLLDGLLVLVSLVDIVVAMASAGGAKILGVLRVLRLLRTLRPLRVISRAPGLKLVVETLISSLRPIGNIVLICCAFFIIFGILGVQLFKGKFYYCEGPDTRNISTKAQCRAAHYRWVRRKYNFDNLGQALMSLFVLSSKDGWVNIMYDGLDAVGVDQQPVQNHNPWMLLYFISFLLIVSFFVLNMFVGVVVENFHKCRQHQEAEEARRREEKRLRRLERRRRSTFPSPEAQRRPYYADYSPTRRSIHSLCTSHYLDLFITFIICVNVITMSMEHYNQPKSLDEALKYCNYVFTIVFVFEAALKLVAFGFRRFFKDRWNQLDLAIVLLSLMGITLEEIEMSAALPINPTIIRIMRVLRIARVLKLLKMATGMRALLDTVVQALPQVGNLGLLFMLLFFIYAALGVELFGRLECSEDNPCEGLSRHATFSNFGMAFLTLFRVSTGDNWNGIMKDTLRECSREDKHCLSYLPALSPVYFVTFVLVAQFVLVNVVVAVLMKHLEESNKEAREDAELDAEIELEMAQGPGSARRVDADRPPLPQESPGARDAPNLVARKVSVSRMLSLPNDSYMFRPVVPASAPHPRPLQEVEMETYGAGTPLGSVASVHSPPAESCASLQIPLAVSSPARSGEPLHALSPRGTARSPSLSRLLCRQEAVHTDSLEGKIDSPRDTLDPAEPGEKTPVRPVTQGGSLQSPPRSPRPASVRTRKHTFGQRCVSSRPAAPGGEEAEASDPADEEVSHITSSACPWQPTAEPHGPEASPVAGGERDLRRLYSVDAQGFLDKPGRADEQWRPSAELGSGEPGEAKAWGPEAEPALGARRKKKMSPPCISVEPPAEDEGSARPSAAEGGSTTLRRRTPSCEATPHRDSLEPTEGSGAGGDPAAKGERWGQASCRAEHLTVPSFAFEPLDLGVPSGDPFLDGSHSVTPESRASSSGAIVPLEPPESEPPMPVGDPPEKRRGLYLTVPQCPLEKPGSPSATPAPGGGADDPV
An asterisk follows results filed as active; & = joins results of further samples. The list is partial (hit frequency here may not be typical).

SMILES	Cav3 T inh
CC(C)(C)n1nnnc1C(c1cccc(C#N)c1)N1CCCCCC1 (stereo unspecified)	-2
CC[C@H](C)C(C(=O)N1CCN(C(=O)OC(C)(C)C)CC1)n1cc(C(CO)NC(=O)OC(C)(C)C)nn1 (stereo partly specified)	0.0616
O=c1cc(CO)oc(CN2CCN(CCO)CC2)c1O	-0.0459
Cc1cnc(NC(=O)COc2cccc3c2OC(C)(C)C3)s1	0.283
COc1ccccc1N1CCN(Cc2ccc(OC)c(OC)c2OC)CC1	0.985
CCOC(=O)Nc1nc(C)c(C(=O)N(C)C)s1	0.188
O=C(O)CCCC[C@@H]1SC[C@@H]2NC(=O)N[C@@H]21	-0.365
CCn1c(=O)c2c(nc3n2CCCN3CCc2ccccc2)n(C)c1=O	0.0794
Cc1cc(NC(=O)COc2ccc(Cl)cc2Cl)n(-c2ccccc2)n1	0.0145
CSCCC(NC(=O)c1ccco1)C(=O)OCC(=O)Nc1ncc(Cl)c(C)c1Cl (stereo unspecified)	0.434
O=C(NC1CCCCC1)c1nn2c(C(F)(F)F)cc(-c3ccco3)nc2c1Br	0.694
COc1ccc(C(=O)NCC(=O)Nc2ccccc2)cc1OC	-0.581
Cc1nc2ccccc2c(=O)n1NCc1cccs1	-0.0783
COCCCNC(=O)CNC(=S)N(Cc1ccccc1F)C1CCCCC1	-2.23
COc1ccc(Br)cc1C1CC(=O)N2CN(C)CSC2=C1C#N (stereo unspecified)	0.362
O=C(O)c1ccc(-c2noc(-c3ccc(F)cc3)n2)cc1	0.457
COc1ccc2c(c1OC)C[N+]1([O-])CCc3cc4c(cc3C1C2)OCO4 (stereo unspecified)	0.306
c1ccc(C2=Nc3ccccc3NC(c3ccccc3)C2)cc1 (stereo unspecified)	-4.23
CCc1nc2oc(C(=O)c3ccccc3)c(N)c2c2c1COC(C)(C)C2	-0.0174
Cc1nc2sc(C(c3ccccc3)N3CCN(CCO)CC3)c(O)n2n1 (stereo unspecified)	-0.985
COc1cccc(OC)c1C(=O)Nc1ccccc1N1CCCC1	-0.966
O=C1c2ccccc2S(=O)(=O)N1CC(O)Cn1ccc2ccccc21 (stereo unspecified)	-0.964
N#Cc1nc(-c2ccc(OCc3ccc(Cl)cc3)cc2)oc1N1CCC(C(N)=O)CC1	0.0151
CCN1CCCC1CNCc1cc(OC)c(OC)c(OC)c1 (stereo unspecified)	0.347
O=C(C1=C[C@H](c2ccc(C(F)(F)F)cc2)C[C@H](OCc2ccc(CO)cc2)O1)N1CCN(Cc2ccccc2)CC1	-0.906

Additional structures:
SMILES	Cav3 T inh
CCN1C(=O)c2c(C)nc3ccccc3c2C1=O	-0.0706
CCOC(=O)C(C)On1c(SC(C)C(=O)OCC)nc2ccccc2c1=O (stereo unspecified)	-0.312
COc1ccc2c(c1OC)C(=O)NC(C)=C(C(=O)OC(C)(C)C)C2O (stereo unspecified)	2.32
Cc1sc2nc(CN3CCOCC3)nc(N3CCC(C(N)=O)CC3)c2c1C	-0.443
O=C1C2C3C=CC(C3)C2C(=O)N1c1nc2ccccc2s1 (stereo unspecified)	-0.261
COc1cccc(C(=O)Nc2ccc(NC(=O)c3ccco3)cn2)c1	0.229
Cc1occc1-c1nnc(SCC(=O)N2CC(=O)Nc3ccccc32)n1CC(C)C	1.01
COc1ccccc1NC(=O)C1C2C=CC3(CN(Cc4cccnc4)C(=O)C13)O2 (stereo unspecified)	-0.00294
O=c1c2[nH]c3ccccc3c2ncn1Cc1cccnc1	0.81
CCn1c(SCC(=O)NCc2ccc3c(c2)OCO3)nnc1-c1cccs1	1.34
Cc1nc2ccc(NC(=O)NCCCO)cc2s1	0.384
Cn1c(=O)[nH]c(=O)c2c1nc(Br)n2CCSc1nc2ccccc2o1	-0.771
COc1ccc(S(=O)(=O)N(CCc2ccccc2)CC(=O)NC(C)C)cc1	0.201
COc1ccc(NC(=O)CN2CCN(Cc3ccc4c(c3)OCO4)CC2)cc1OC	0.94
Cc1nc(-c2cccnc2)sc1C(=O)Nc1ccc(F)cc1F	0.279
Cc1ccc(NC(=O)COc2ccc3oc4c(c3c2)CCCC4)nc1	0.615
O=[N+]([O-])c1cccc(-c2nc(-c3cccs3)c(-c3cccs3)[nH]2)c1	0.0535
CCN(CC)c1ccc(/C=C(/C#N)c2nc3ccc(C)cc3[nH]2)c(OC(C)C)c1	-5.47*
Cc1nn(Cc2cccc(C(=O)NCC(C)C)c2)c(C)c1Br	-0.5
Cc1cccc(C)c1NC(=O)Cn1c(=O)n(CCCC(=O)NCc2ccco2)c(=O)c2sccc21	-1.83
COC(=O)c1ccc(C2C(C(=O)c3cc4ccccc4o3)=C(O)C(=O)N2CCCN(C)C)cc1 (stereo unspecified)	-0.379
COC(=O)CCCNC(=O)OCc1ccc([N+](=O)[O-])cc1	0.429
COc1cc(Br)cc2cc(C(=O)NCC3CCCO3)c(=O)oc12 (stereo unspecified)	0.101
O=C(O)Cc1ccc(C(=O)c2ccccc2F)s1	-0.661
Cc1ccc(C(=O)C(OC(=O)CNC(=O)c2ccc(Cl)cc2)c2ccccc2)cc1 (stereo unspecified)	-7.12*

Continued.
SMILES	Cav3 T inh
FC(F)(F)c1cc(CCN2CCNC[C@@H]2Cc2ccccc2)cc(C(F)(F)F)c1	-0.314
Cn1c(Cc2ccccc2)nnc1SCC(=O)NC1CCCCC1	0.293
COc1ccc(-c2cnnn2-c2ccc(NC(=O)c3ccco3)cc2)cc1OC	0.748
CC1CCCN(c2nc3c(c(=O)[nH]c(=O)n3C)n2CCSc2ncccn2)C1 (stereo unspecified)	0.41
COc1cc(-c2nnn(CC(=O)N3CCOCC3)n2)cc(OC)c1OC	1.95
O=C(CN(Cc1ccccc1Cl)C(=O)c1ccc(CN2CCOCC2)o1)NCC1CCCO1 (stereo unspecified)	-0.00922
Cc1sc(NC(=O)c2ccco2)c(CN2CCN(c3ccccn3)CC2)c1C	0.168
Cc1c(C(=O)NCc2ccc3c(c2)OCO3)oc2ccccc12	-5.64*
CCCCNC(=O)c1onc(CSc2ccc(C)c(C)c2)c1C(=O)O	-2.95
CCCN(CCC)C(=O)Cn1ccc(=N)c2ccccc21	-0.0681
CCc1ccc(-c2c(C)sc(NC(C)=O)c2C(N)=O)cc1	-0.463
COc1cc(C(=O)Nc2cc(Cl)ccc2C)c(-n2cnnn2)cc1OC	0.0865
COc1ccc(S(=O)(=O)N(CC(=O)N2CCN(c3ccccc3)CC2)c2ccccc2)cc1	0.204
COc1ccc(C2C=C(c3ccc(C)c(C)c3)Nc3ncnn32)c(OC)c1OC (stereo unspecified)	-1.12
O=C(N[C@@H](Cc1ccccc1)C(=O)O)c1ccncc1	0.354
CCCN(CCC)CCCNC(=O)C1c2cc(OC)c(OC)cc2C(=O)N(C)C1c1cccs1 (stereo unspecified)	-0.423
O=C(C1=C[C@H](c2csc3ccccc23)C[C@H](OCCCCO)O1)N1CCN(Cc2ccccc2)CC1	-0.305
CCNC(=O)COC(=O)C1C(C(=O)OCC)=C(C)NC(C)=C1C(=O)OCC	-0.61
Cc1cc(OC(=O)c2ccccc2Cl)cc(=O)n1C	-0.224
CC(/C=C1\SC(=S)N(NC(=O)c2ccc(C)cc2)C1=O)=C\c1ccccc1	-2.3
CCCC(=O)N1CCc2[nH]c3ccccc3c2C1	1.88
O=C(NCc1ccccc1)C1(C(F)(F)F)CC(CCCO)CCCO1 (stereo unspecified)	-0.0176
CCOCC(=O)Nc1nnc(COc2ccc(Cl)cc2)s1	-2.45
CCCCn1c(=O)[nH]c(=O)c2c1nc(-c1ccsc1)n2Cc1ccccc1	-0.744
O=[N+]([O-])c1cccc(C2=NC(c3ccccc3)CO2)c1 (stereo unspecified)	0.0532

Quoted at random: 6 records from the list, in no set order.
SMILES	Cav3 T inh
O=[N+]([O-])c1cccc(C2=NC(c3ccccc3)CO2)c1 (stereo unspecified)	0.0532
Cc1cc(OC(=O)c2ccccc2Cl)cc(=O)n1C	-0.224
O=C(N[C@@H](Cc1ccccc1)C(=O)O)c1ccncc1	0.354
FC(F)(F)c1cc(CCN2CCNC[C@@H]2Cc2ccccc2)cc(C(F)(F)F)c1	-0.314
O=C(C1=C[C@H](c2csc3ccccc23)C[C@H](OCCCCO)O1)N1CCN(Cc2ccccc2)CC1	-0.305
Cn1c(Cc2ccccc2)nnc1SCC(=O)NC1CCCCC1	0.293

Six consecutive compounds already listed, quoted:
SMILES	Cav3 T inh
COc1cc(C(=O)Nc2cc(Cl)ccc2C)c(-n2cnnn2)cc1OC	0.0865
COc1ccc(S(=O)(=O)N(CC(=O)N2CCN(c3ccccc3)CC2)c2ccccc2)cc1	0.204
COc1ccc(C2C=C(c3ccc(C)c(C)c3)Nc3ncnn32)c(OC)c1OC (stereo unspecified)	-1.12
O=C(N[C@@H](Cc1ccccc1)C(=O)O)c1ccncc1	0.354
CCCN(CCC)CCCNC(=O)C1c2cc(OC)c(OC)cc2C(=O)N(C)C1c1cccs1 (stereo unspecified)	-0.423
O=C(C1=C[C@H](c2csc3ccccc23)C[C@H](OCCCCO)O1)N1CCN(Cc2ccccc2)CC1	-0.305

New compounds follow.
SMILES	Cav3 T inh
CCOc1ccc(-c2nc(C#N)c(N3CCCCCC3)o2)cc1	0.537
CCCNC(=O)c1ccc2c(c1)C1C3CCC(C3)C1C(c1ccccc1)N2 (stereo unspecified)	-5.02*
c1ccc(Oc2nc(N3CCOCC3)nc(N3CCOCC3)n2)cc1	-0.36
Nc1nc(SCC(=O)NCC2CCCO2)[nH]c(=O)c1NC(=O)c1ccco1 (stereo unspecified)	0.207
CCCc1[nH]nc2c1C(c1ccc(OCCN3CCOCC3)c(OC)c1)C(C#N)=C(N)O2 (stereo unspecified)	-0.781
COc1ccc(CNS(=O)(=O)c2ccc(OC)cc2)cc1	0.481
N#Cc1cc(-c2ccccc2)nnc1Oc1ccccc1Cl	0.553
Nc1nc(NC(=O)CCCC(=O)O)nn1-c1ccccc1	-0.446
CC(=O)c1cccc(NC(=O)c2csc(-n3nc(C)cc3C(F)(F)F)n2)c1	0.00727
CCOc1ccc(S(=O)(=O)NCc2ccncc2)cc1	-0.0301
COc1ccc(CCNC(=O)Cn2cnc3c(nnn3Cc3ccc(C)cc3)c2=O)cc1OC	-0.0721
CCOc1ccc(NC(=O)Cn2c(=O)oc3ccccc32)cc1	-0.0584
CN1CCN(NC(=O)c2ccccc2F)CC1	-0.0115
CCc1cn(S(=O)(=O)c2ccccc2OC)nc1N	1.04
CCOC(=O)c1ccc(N=c2sc(C(=O)OC)cc(=O)n2CCCN2CCOCC2)cc1	-0.0322&0.144
CN(C)CCC(=O)c1ccc2c(c1)OCO2	1.52
Cn1cnc2c1c(=O)n(Cc1c(Cl)cccc1Cl)c(=O)n2C	1.19
COc1ccc(-c2[nH]ncc2/C=C(/C#N)C(=O)NC2CCCCCC2)cc1	-0.778
O=C(CN1CCN(Cc2ccccc2F)C1=O)NCCN1CCOCC1	0.0982
Cc1ccc(NC(=O)CSc2nnc(-c3ccco3)c(-c3ccco3)n2)cc1	-1.12
NC(=O)CN1CCCN(S(=O)(=O)c2ccc(Br)cc2)CC1	0.375
O=C(O)C1CCCN(S(=O)(=O)c2cccc3cccnc23)C1 (stereo unspecified)	-0.459
CCCNC(=O)c1cccc(Cn2nc(C)c(Br)c2C)c1	-0.138
CCSc1nnc(NC(=O)c2cc(C)on2)s1	0.355
Cc1noc(C(=O)NCc2ccccc2)c1Cl	-0.842

Next part.
SMILES	Cav3 T inh
CN1CCN(c2ccc([N+](=O)[O-])cc2C(=O)N2CCOCC2)CC1	0.0731
CCOC(=O)Cc1csc(NC(=O)COc2ccccc2)n1	-1.74
Cc1cc(S(=O)(=O)NC2CCCCC2)c(C)s1	0.46
O=C(CSc1ccccc1)Nc1ccccc1C(=O)O	-0.572
C=CCn1c(SCC(=O)c2ccc(Br)cc2)nnc1C(C)NC(=O)Cc1ccc(OC)cc1 (stereo unspecified)	0.0192
COc1ccc(C2=CSC(/N=C/c3ccc(F)cc3)=NN2)cc1	-0.332
Cn1c(SCC(=O)N2CCN(S(=O)(=O)c3ccc(Cl)cc3)CC2)nc2ccccc21	-0.706
Cc1ccc2cc(CN(CCCN3CCOCC3)C(c3nnnn3Cc3ccco3)C(C)C)c(=O)[nH]c2c1C (stereo unspecified)	0.115
O=C(OCC(=O)N(C1CCCCC1)C1CCCCC1)c1ccncc1	-0.573
COc1cccc(OCc2cc(/C=N/NC(=O)c3nc(Cl)c(Cl)c(N)c3Cl)ccc2OC)c1	-0.106
NC(=O)CC(NC(=O)Cc1ccc(Br)cc1)c1ccc(N2CCN(c3ccc(F)cc3)CC2)c([N+](=O)[O-])c1 (stereo unspecified)	0.973
Cc1c(CN2CCCCC2)c(O)n(CCCO)c(=O)c1C#N	-0.0814
CCOC(=O)c1sc2ncnc(NCc3ccco3)c2c1C	0.00326
C/C=C(\C)C(=O)Nc1cccc(C2=NOC3(C2)C[C@H](C(N)=O)N(C(=O)C(c2ccccc2)c2ccccc2)C3)c1 (stereo partly specified)	-2.48
CCCc1c(CC)c(=N)c2ccccc2n1C	-0.417
CCn1cc(C(=O)OCC(=O)N(C)C2CCS(=O)(=O)C2)c(=O)c2ccc(C)nc21 (stereo unspecified)	0.176
Fc1cccc(F)c1-c1nc2c(s1)CCc1onc(-c3ccc(Br)cc3)c1-2	0.652
CCN1CCN(C(=O)C(NS(=O)(=O)c2ccc3nc(C)sc3c2)C(C)C)CC1 (stereo unspecified)	0.0202
CCCCN=C1N/C(=C\c2ccco2)C(=O)N1c1ccccc1	0.203
COc1cccc(Cn2c(N)c(C#N)c3nc4ccccc4nc32)c1OC	1.04
O=C(COC(=O)c1cccc(S(=O)(=O)NCc2ccccc2)c1)Nc1ccccc1OC(F)F	-2.38
COc1cc(OC)cc(C(=O)N(Cc2cc3cc(C)ccc3[nH]c2=O)C(C)C)c1	-0.553
Cc1ccc(N=Nc2c(N)n(-c3ccccc3)[nH]c2=O)cc1	0.0312
Cc1[nH]c(=O)[nH]c1CN1CCCCC1	0.11

Assay outcomes as filed in PubChem BioAssay.
